Screening results: PubChem, National Center for Advancing Translational Sciences (NCATS)
LmPK inhibitor = inhibitors of Leishmania mexicana pyruvate kinase. Potency, µM (highest dose often 57.5 µM), for the others: at the top dose activity change, negative = inhibition, hits mostly inhibitors. AID 1721. purified LmPK, Kinase-Glo ATP luminescence, 1 h. Q27686. 0.37% of 290,000 active; also: potency is read from the fitted curve at half-maximal effect
Target sequence (Q27686 whole entry, looked up): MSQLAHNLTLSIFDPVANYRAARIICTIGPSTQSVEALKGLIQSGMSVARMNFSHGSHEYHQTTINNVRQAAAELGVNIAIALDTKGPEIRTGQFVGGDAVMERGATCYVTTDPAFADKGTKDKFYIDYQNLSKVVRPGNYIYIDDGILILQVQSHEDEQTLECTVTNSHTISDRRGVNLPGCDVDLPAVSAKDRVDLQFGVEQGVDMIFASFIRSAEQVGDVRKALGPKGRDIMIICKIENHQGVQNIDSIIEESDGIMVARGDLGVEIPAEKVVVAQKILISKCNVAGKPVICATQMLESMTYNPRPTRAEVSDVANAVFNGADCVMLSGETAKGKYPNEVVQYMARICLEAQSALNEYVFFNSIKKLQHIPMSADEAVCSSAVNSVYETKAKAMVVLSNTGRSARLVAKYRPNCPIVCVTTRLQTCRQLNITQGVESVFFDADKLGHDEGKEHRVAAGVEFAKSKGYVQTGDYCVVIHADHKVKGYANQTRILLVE
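0.1 nM LmPK, 0.5 mM PEP, 0.1 mM ADP; 50 mM imidazole pH 7.2, 7 mM MgCl2, 50 mM KCl; 1 h RT. Kinase-Glo luminescence readout, normalized to no-enzyme (full inhibition) and uninhibited wells.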
HCMV antiviral = human cytomegalovirus inhibition; activity change, negative = inhibition, % at 57.5 µM; 4.5% of 410,000 active; HFF cells, HCMV-luciferase reporter, 72 h; active compounds read low; in the data active = activity change below about -60%; inconclusive = no clear call, values can overlap the other calls; inactive = above about -39%
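After 16 h attachment at 37C, HFF cells received test compound and HCMV-luciferase (1 PFU/cell); reporter luminescence read 72 h later, data normalized against buffer-only and known inhibitor Salinomycin.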
AmpC inh detg = inhibitors of E. coli AmpC beta-lactamase with detergent; Potency, µM (top dose mostly 114 µM), for the others: at the top dose activity change, negative = inhibition, actives largely listed as inhibitors; AmpC hydrolysis of nitrocefin, absorbance 480 nm, 0.01% Triton; P00811; 0.041% of 370,000 active;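 also: potency is read from the fitted curve at half-maximal effect; 0% = no-compound wells and -100% = no-enzyme wells; nearly all actives have a fitted effect of over 25% in size; some results filed as inactive show a strong effect at the top dose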
Target sequence (P00811 whole entry, looked up): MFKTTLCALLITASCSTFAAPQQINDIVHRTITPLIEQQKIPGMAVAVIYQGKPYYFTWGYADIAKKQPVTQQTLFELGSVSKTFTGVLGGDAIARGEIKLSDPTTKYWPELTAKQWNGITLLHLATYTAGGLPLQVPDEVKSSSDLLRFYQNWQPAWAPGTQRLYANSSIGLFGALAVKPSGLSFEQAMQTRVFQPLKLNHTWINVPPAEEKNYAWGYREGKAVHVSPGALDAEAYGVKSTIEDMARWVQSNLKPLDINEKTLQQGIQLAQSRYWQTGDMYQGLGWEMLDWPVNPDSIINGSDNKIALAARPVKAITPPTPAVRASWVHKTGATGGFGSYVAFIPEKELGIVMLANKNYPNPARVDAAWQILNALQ
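AmpC (5.3 nM in the dispensed reagent) in 20 mM phosphate pH 7.0 with 0.01% (detergent screen) or 0.0001% Triton X-100 was preincubated with compounds for 15 min at room temperature. Nitrocefin was then added from an 800 uM solution, and hydrolysis was followed at 480 nm.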
Tb PYK inh = inhibitors of Trypanosoma brucei pyruvate kinase; Potency, µM (top dose mostly 76.8 µM), for the others: at the top dose activity, negative = inhibition, usual class: inhibitors; Q57TT1; TbPYK enzyme, Kinase-Glo Plus ATP luminescence, 45 min; AID 624173; 0.12% of 410,000 active; also: potency is read from the fitted curve at half-maximal effect; nearly all actives have a fitted effect of over 50% in size
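Activity of T. brucei pyruvate kinase was followed by Kinase-Glo Plus luminescence after the enzyme reacted 45 min at room temperature with 130 uM ADP (final) and substrate. Test compounds were added before ADP at multiple concentrations.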
Sm TGR inh = blocks Schistosoma mansoni thioredoxin glutathione reductase; Q962Y6; purified TGR, DTNB reduction, TNB absorbance 405 nm; Potency, µM (series often up to 114 µM), inactives show top-dose activity change, negative = inhibition, most hits filed as inhibitors; 3% of 360,000 active; also: potency is read from the fitted curve at half-maximal effect; nearly all actives have a fitted effect of over 60% in size
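Kinetic colorimetric format: TGR-catalysed, NADPH-driven DTNB reduction monitored via TNB absorbance. Enzyme dispensed at 20 nM; compound exposure 15 min at room temperature before reaction start.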
AMA1-RON2 inh = AMA1-RON2 (P. falciparum) interaction inhibition | AlphaScreen AMA1-biotinylated RON2 peptide binding | Potency, µM (doses to about 58.2 µM), for inactives: at the highest dose activity change, negative = inhibition, most hits filed as inhibitors | 0.2% of 360,000 active | AID 720542;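 also: potency is read from the fitted curve at half-maximal effect; 0% = vehicle wells and -100% = peptide control; nearly all actives have a fitted effect of over 45% in size; some results filed as inactive show a strong effect at the top dose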
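AMA1 (3D7) with his tag at 25 nM final met compounds first, then biotinylated RON2 peptide at 25 nM; detection used donor plus acceptor beads, 10 µg/mL apiece, read by AlphaScreen after 30 min at room temperature.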
AmpC inh no detg = inhibitors of E. coli AmpC beta-lactamase without detergent; Potency, µM (series often up to 57.1 µM), without a hit: at the top dose activity change, negative = inhibition, hits mostly inhibitors; AmpC nitrocefin hydrolysis, absorbance 480 nm, 0.0001% Triton; P00811; 0.52% of 330,000 active;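 also: potency is read from the fitted curve at half-maximal effect; plate controls were no compound for no effect and no enzyme for full effect; nearly all actives have a fitted effect of over 20% in size; some results filed as inactive show a strong effect at the top dose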
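20 mM phosphate pH 7.0 + 0.01% (detergent screen) or 0.0001% Triton X-100; 5.3 nM AmpC reagent; cpd preinc 15 min RT; nitrocefin (800 uM stock) to start; A480 q20 s × 4 min; Activity was normalised to no-enzyme and no-compound control wells.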
Active calls of the source: *; ? = inconclusive; . = no result given; [ ] = another dose, or the depositor's remark. Unless noted, calls follow the shape of the dose curve; as a rule, active = well fitted curve in the direction sought with a large enough effect; inconclusive = small, poorly fitted or top-dose-only effect, or another doubt; inactive = no such curve, though single readings can be large; an effect the other way counts as inactive or inconclusive. Unless noted, % is scaled to controls: 0 for no effect and ±100 for the full control effect. Rows are unselected; overall some 7.4% were active at least once.

SMILES	LmPK inhibitor	Tb PYK inh	AMA1-RON2 inh	HCMV antiviral	AmpC inh detg	Sm TGR inh	AmpC inh no detg
CC(C)NC(=O)NC(=O)COC(=O)c1ccc([N+](=O)[O-])cc1Cl	-1%	4%	-7%	-6	-12%	-3%	-25%
CCOc1ccc(C(=O)NCC(=O)OCc2cc(C(C)=O)ccc2OC)cc1	-1%	-1%	-6%	-20	-1%	7.1µM*	-14%
CCc1ncc(CO)n1Cc1cccc2ccccc12	.	-14%	0%	-16	.	.	.
CC(C)Oc1cc(F)ccc1-c1cc(C(=O)NCc2cccs2)[nH]n1	.	6%	27%	-8	.	.	.
O=C(Nc1ccc(S(=O)(=O)N2CCCCC2)cc1)C1CCN(C(=O)c2ccc(F)cc2)CC1	.	-7%	-7%	?	-2%	-1%	49%
Cn1cc(S(=O)(=O)N2CCCCCC2)cc1C(=O)N1CCN(c2ccc(Cl)cc2)CC1	.	1%	.	?	-3%	-1%	.
COc1ccccc1CNC(=O)c1cc2cc(S(=O)(=O)N3CCCCC3)ccc2n1C	.	0%	.	-40	3%	7%	.
COC(=O)C1=C(C)NC(=O)NC1c1ccc(N2CCC(c3ccccc3)=N2)cc1 (stereo not drawn)	0%	-8%	7%	-33	-3%	?	-6%
CSc1ccc(CNC(=O)C2(C)CCCN(C(C)C)C2)cc1 (stereo not drawn)	.	-6%	4%	3	.	.	.
O=C(c1cc(-c2ccccc2)on1)N1CCCCCC1	2%	-5%	2%	19	-3%	-1%	0%
Cc1ccc(-c2nc(CS(=O)CC(=O)NCCN3CCCCCC3)c(C)o2)cc1 (stereo not drawn)	0%	2%	0%	-15	-4%	-31%	111%[activator]
CCOc1ccccc1NC(=O)CCC(=O)Nc1ccc2nc(N3CCN(C)CC3)cc(C)c2c1	1%	6%	-4%	-2	0%	0%	144%[activator]
Cc1cc(-n2c(C)cc(C(=O)CSc3nc4ccccc4c(=O)n3Cc3ccco3)c2C)no1	0%	-8%	5%	27	-1%	0%	0%
CCOc1ccc(N(CC)C(=O)CCNC(=O)Cn2ccc3ccccc3c2=O)cc1	5%	-7%	-9%	20	?	-5%	23%
Cc1cc(C)cc(C(=O)N2CC(=O)Nc3ccc(Br)cc3C2c2ccccc2)c1 (stereo not drawn)	.	-5%	.	-9	-6%	2%	.
O=C(CC1OC(=O)c2ccccc21)Nc1cc(Cl)ccc1N1CCOCC1 (stereo not drawn)	.	-1%	0%	25	.	.	7%
COCCCN(C(=O)CCOc1ccc(C)cc1)c1c(N)n(Cc2ccccc2)c(=O)[nH]c1=O	.	-2%	-3%	-8	?	-4%	43%
CCCCCCCc1c(C#N)c(N)[nH]c(=S)c1C#N	2%	5%	70%[activator]	?	3%	-21%	-54%
CC1(C)CC(=O)C(c2c[nH]c3ccccc23)C(=O)C1	1%	-17%	-11%	17	-9%	20µM*	-50%
C=CCNC(=O)c1cccc2c1C(=O)c1ccc(N3CCCC3)cc1S2(=O)=O	.	-1%	-6%	-9	.	.	1%
O=C(OC1CCOC1=O)c1cc(-c2cccs2)nc2ccccc12 (stereo not drawn)	4%	1%	-10%	-28	4%	-2%	-14%
CNc1ccccc1C(C)(C)c1ccn[nH]1	3%	4%	-9%	-1	-2%	.	-6%
COc1ccc(CN2C3CCCC2CC(NC(=O)/C=C/c2ccccc2)C3)cc1 (stereo not drawn)	-12%	1%	5%	11	6%	47%[activator]	1%
CCc1nc2ccc(C(=O)NCCCn3ccnc3)cn2c1N(C)Cc1nccs1	.	-12%	-5%	12	.	.	.
COc1ccc(C2NC(=O)C(C)S2)cc1 (stereo not drawn)	-1%	1%	4%	14	0%	-1%	-12%
C#CCSc1ncc(-c2ccccc2)cn1	-10%	1%	19%	31	?	40%[activator]	-17%
O=C(c1ccc2ccccc2c1)C1CCCN(C(=O)c2noc3c2CCCC3)C1 (stereo not drawn)	-1%	0%	-5%	7	2%	.	59%
C[C@@H]1CN([C@H](C)CO)C(=O)Cc2cc(NC(=O)Nc3ccccc3)ccc2O[C@@H]1CN(C)C(=O)Nc1ccc2c(c1)OCO2	.	1%	6%	3	.	.	63%[activator]
COc1ccc(-c2nc3ccccc3n3c(-c4ccccc4)c4c(=O)n(C)c(=O)n(C)c4c23)cc1OC	.	-4%	.	25	7%	-4%	.
C#CCN1C(=O)S/C(=C/c2cc(C)n(CC)c2C)C1=O	-5%	-3%	-17%	30	?	-8%	-23%
CC(=O)c1cccc(NC(=S)Nc2cccc3ccccc23)c1	-1%	-13%	100%[activator]	-38	-15%	?	-31%
CCN(C(=O)COC(=O)c1cc([N+](=O)[O-])ccc1N1CCCCC1)C1CCS(=O)(=O)C1 (stereo not drawn)	-2%	5%	-3%	32	-5%	0%	66%[activator]
CCN(Cc1ccccc1)S(=O)(=O)c1ccc(F)cc1	-3%	0%	41%[activator]	6	?	0%	-24%
Cc1ccc(NC(=O)CCNS(=O)(=O)c2ccc(Br)cc2)cc1S(=O)(=O)N1CCOCC1	.	-1%	0%	-16	?	0%	-11%
CC(=O)NCCOc1c(C)cc(S(N)(=O)=O)cc1C	1%	-2%	2%	-1	0%	1%	-11%
NC(=O)NC(=O)COC(=O)/C=C/c1cccc(Br)c1	-1%	1%	-1%	46	1%	8%	-20%
NCCc1nnc(SCc2ccccc2)o1	-3%	0%	3%	-3	?	6%	-13%
Cc1ccc(CNc2ccc3c(c2)ncn3C)cc1	-2%	-8%	-7%	67	1%	-2%	-3%
COC(=O)c1sccc1S(=O)(=O)N(CC(=O)Nc1ccccc1C)c1ccc(Cl)cc1	.	3%	.	-15	4%	-1%	.
O=C(Nc1cc(S(=O)(=O)N2CCOCC2)ccc1O)c1ccco1	0%	-16%	8%	-18	4%	12%	-9%
COc1ccccc1N1CCN(C(=O)c2cc(-c3ccc(Br)cc3)on2)CC1	4%	3%	11%	-7	-12%	-1%	-4%
CC(=O)Nc1c(C)nn(-c2ccccc2)c1N1CCC(C(=O)Nc2ccc(Cl)cc2C)CC1	.	-7%	.	58	-5%	-4%	.
COc1ccc(-c2nn(-c3ccccc3)cc2C2NC(=O)NC(C)=C2C(=O)OC(C)C)cc1OC (stereo not drawn)	.	3%	.	6	-1%	0%	.
Cc1cccc(N2CCN(C(=O)c3c(Cl)cnn3C)CC2)c1C	-7%	-4%	5%	27	2%	-5%	128%[activator]
CC(C)Nc1nc(-c2ccccc2CO)c2sccc2n1	.	2%	16%	4	.	.	.

Structures above that have a furan ring, fused or not:
SMILES	LmPK inhibitor	Tb PYK inh	AMA1-RON2 inh	HCMV antiviral	AmpC inh detg	Sm TGR inh	AmpC inh no detg
Cc1cc(-n2c(C)cc(C(=O)CSc3nc4ccccc4c(=O)n3Cc3ccco3)c2C)no1	0%	-8%	5%	27	-1%	0%	0%
O=C(Nc1cc(S(=O)(=O)N2CCOCC2)ccc1O)c1ccco1	0%	-16%	8%	-18	4%	12%	-9%

(cont.)
SMILES	LmPK inhibitor	Tb PYK inh	AMA1-RON2 inh	HCMV antiviral	AmpC inh detg	Sm TGR inh	AmpC inh no detg
CC(C)(C)c1ccc(OCC(=O)Nc2ccc(C(=O)OC3CCCCC3)cc2)cc1	.	-5%	.	-7	10%	?	.
c1ccc(-c2nnc(CSc3nnc(-c4ccncc4)n3Cc3ccco3)o2)cc1	0%	-7%	-15%	-40	-11%	?	-4%
COc1ccc(NC(=O)C2(C)Cc3c(-c4ccccc4)ccnc3O2)cn1 (stereo not drawn)	.	-2%	-5%	-18	.	.	.
Cn1c(CNC(=O)c2ccccc2F)nnc1SCC(=O)NCc1ccccc1	-1%	5%	7%	15	-2%	3%	-12%
O=C(Cn1ncc2c3ccccc3n(Cc3cccc(Cl)c3)c2c1=O)NCc1ccccn1	-5%	0%	93%[activator]	?	0%	-9%	-9%
COc1ccc2cc(CCNC(=O)c3ccc(S(=O)(=O)N4CCOCC4)cc3)c(=O)[nH]c2c1	1%	-4%	-12%	23	-12%	1%	57%
Cc1cccc(S(=O)(=O)NC(=O)C2(C)CCN2C(=O)Cc2ccccc2)c1 (stereo not drawn)	.	-2%	5%	-3	.	.	.
COc1cccc(CN(C)C(c2ccccc2)c2ccccc2)c1OC	1%	-2%	10%	6	-10%	-4%	0%
COCCN(CCOC)C(=O)CSc1ccc(S(=O)(=O)N2CCN(C)CC2)cn1	.	7%	-7%	14	6%	-23%	7%
O=C(NCCc1ccc(Cl)cc1)c1ccc2ccccc2n1	-5%	-3%	0%	40	?	-3%	-25%
COc1ccc(NC(=O)c2c(C(F)(F)F)nn(C)c2SCc2ccccc2Cl)cc1	1%	.	3%	2	?	0%	2%
O=C(NCCOc1ccccc1)c1n[nH]c(=O)c2ccccc12	4%	-4%	2%	38	?	0%	-45%
CC(=O)N1CCN(C(=O)c2ccc(-c3ccccc3Cl)o2)CC1	.	2%	-4%	-8	-12%	-5%	2%
Cc1nc2ccccc2c(=O)n1/N=C/c1cccs1	-2%	-8%	-10%	?	?	11%	-25%
CCOC(=O)c1cnc(N2CCN(c3cccc(C)c3C)CC2)c2ccccc12	.	-1%	.	33	13%	11%	.
Cc1ccc(NC(=O)CSc2nnc(-c3ccncc3)n2N)cc1C	-2%	1%	-23%	-26	-5%	0%	0%
COc1ccc(C(=O)N2CCC(C(=O)Nc3ccc(OC)c(OC)c3)CC2)cc1	-1%	0%	-5%	-12	-6%	-2%	24%
COC(=O)[C@@H](Cc1c[nH]c2ccccc12)NCc1ccc(B(O)O)cc1	.	0%	26%	?	.	.	.
O=C1C=CC(=Nc2ccc3c(c2)C(=O)c2ccccc2-3)O1	.	-29%	-29%	-22	.	.	.
CCCCn1c(N)c(N(CCC(C)C)C(=O)c2ccc3c(c2)OCCO3)c(=O)[nH]c1=O	.	-4%	-3%	6	?	-7%	-13%
COc1ccc(Cn2nnnc2C(c2cc3cc(C)cc(C)c3[nH]c2=O)N2CCOCC2)cc1 (stereo not drawn)	2%	3%	7%	12	4%	?	111%[activator]
COC(=O)c1ccc(CN(Cc2ccc(OC)c(OC)c2)S(=O)(=O)c2cc(C(=O)Nc3cccc(C)c3)ccc2F)cc1	.	-5%	.	-29	7%	13%	.
